# Screens (PubChem BioAssay)
# Pf growth 48h – P. falciparum growth inhibition at 48 hours (one generation). P. falciparum luciferase growth in erythrocytes, 48 h. hit rate 5.9% among 310,000. AID 504832. Potency, µM (doses to about 28.7 µM), for the others: at the highest dose activity change, negative = inhibition, hits mostly inhibitors
#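 Here the parasites carry a stable luciferase gene and grow inside erythrocytes in Albumax-based RPMI medium with compound for one erythrocytic cycle. Activity is scored as loss of luminescent signal.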
# LmPK inhibitor – LmPK (Leishmania mexicana) enzyme inhibition. Q27686. purified LmPK, Kinase-Glo ATP luminescence, 1 h. Potency, µM (doses to about 57.5 µM), inactives show at the highest dose activity change, negative = inhibition, most hits filed as inhibitors. hit rate 0.37% among 290,000. AID 1721
# Target sequence (Q27686 whole entry, looked up): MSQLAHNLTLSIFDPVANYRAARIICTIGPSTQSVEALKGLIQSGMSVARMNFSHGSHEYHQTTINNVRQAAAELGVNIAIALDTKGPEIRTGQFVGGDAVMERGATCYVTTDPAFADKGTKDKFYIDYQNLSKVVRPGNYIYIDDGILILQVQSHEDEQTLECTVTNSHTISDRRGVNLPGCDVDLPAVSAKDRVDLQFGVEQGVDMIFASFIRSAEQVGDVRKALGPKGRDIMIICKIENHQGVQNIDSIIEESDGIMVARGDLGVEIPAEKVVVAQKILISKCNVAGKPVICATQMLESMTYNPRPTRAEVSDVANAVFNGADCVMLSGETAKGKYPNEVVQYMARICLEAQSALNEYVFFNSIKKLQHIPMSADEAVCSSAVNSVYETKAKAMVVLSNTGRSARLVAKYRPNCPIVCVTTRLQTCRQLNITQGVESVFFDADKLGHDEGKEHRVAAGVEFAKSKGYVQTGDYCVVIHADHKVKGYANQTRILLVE
#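 0.1 nM LmPK, 0.5 mM PEP, 0.1 mM ADP; 50 mM imidazole pH 7.2, 7 mM MgCl2, 50 mM KCl; 1 h RT. Kinase-Glo luminescence readout, normalized to no-enzyme (full inhibition) and uninhibited wells.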
# Pf growth 96h – P. falciparum growth inhibition at 96 hour, primary screen for plastid delayed-death inhibitors; P. falciparum luciferase reporter growth, 96 h; hit rate 6.9% among 320,000; AID 504834; Potency, µM (titrated, usually from 28.7 µM), for inactives: at the highest dose activity change, negative = inhibition, actives largely listed as inhibitors
#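 Compounds incubated with erythrocytes infected by luciferase-expressing P. falciparum (2% hematocrit, 0.05% parasitemia final) for 96 hours, 37 C in 5% CO2. Growth inhibition scored as decreased luciferase luminescence.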
# Sm TGR inh – S. mansoni TGR enzyme inhibition. Q962Y6. purified TGR, DTNB reduction, TNB absorbance 405 nm. Potency, µM (doses to about 114 µM), for inactives: top-dose activity change, negative = inhibition, hits mostly inhibitors. hit rate 3% among 360,000; also: nearly all actives have a fitted effect of over 60% in size
#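 TGR 20 nM + NADPH 100 uM (dispensed conc.), cpd preinc 15 min RT; start with NADPH (500 uM addition) then DTNB (15 mM addition). Kinetic TNB absorbance, 405 nm filter. Four-parameter Hill fit across titration.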
# HCV inhibitor – inhibitors of hepatitis C virus infection. Huh7.5.1 HCVcc-Cre infection, luciferase reporter, 44 h. Potency, µM (doses to about 41.8 µM), for the others: at the highest dose activity change, negative = inhibition, hits mostly inhibitors. hit rate 3.4% among 340,000
#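 Antiviral activity was scored by luciferase reporter output from cells infected with HCVcc-Cre (~0.5 moi) in presence of compound, 44 h infection period, cells seeded 1,000/well 4 h prior.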
# TbPYK inhibitor – T. brucei pyruvate kinase inhibition. Q57TT1. TbPYK enzyme, Kinase-Glo Plus ATP luminescence, 45 min. Potency, µM (titrated, usually from 76.8 µM), inactives show top-dose activity, negative = inhibition, most hits filed as inhibitors. hit rate 0.12% among 410,000. AID 624173; also: nearly all actives have a fitted effect of over 50% in size
#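 TbPYK + substrate in 50 mM TEA pH 7.2, 100 mM KCl, 10 mM MgCl2, 0.05% BSA, 0.01% Tween-20; cpd pinned; ADP 130 uM final; 45 min RT; Kinase-Glo Plus 10 min; luminescence endpoint.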
# * = called active by the depositor; ? = inconclusive; . = no result given; & = joins results of further samples; [ ] = another dose, or the depositor's remark. Calls follow the shape of the dose curve; as a rule, active = well fitted curve in the direction sought with a large enough effect; inconclusive = small, poorly fitted or top-dose-only effect, or another doubt; inactive = no such curve, though single readings can be large; an effect the other way counts as inactive or inconclusive. % is scaled to controls: 0 for no effect and ±100 for the full control effect; potency is read from the fitted curve at half-maximal effect.
SMILES,Pf growth 48h,LmPK inhibitor,Pf growth 96h,Sm TGR inh,HCV inhibitor,TbPYK inhibitor
CCC1(C(=O)OC)NC(c2ccccc2OC)C2C(=O)N(C)C(=O)C21 (configuration not stated),9%,5%,-9%,6%,14%,2%
Nc1nc(-c2ccc3ccccc3c2)c(C2(O)C(=O)Nc3c(Br)cc(F)cc32)s1 (configuration not stated),6%,12%,.,-6%,20%,1%
O=C(NCCc1ccccc1)c1coc(=O)c(Br)c1,-20%,3%,17%,1%,-4%,2%
Cc1cccc2nc(CNc3ccc(F)cc3)cn12,20%,-6%,.,-7%,-14%,1%
CC(C)CC(C(=O)NC1CCCCC1)N(Cc1cccs1)C(=O)c1snc(C(N)=O)c1N (configuration not stated),?,-1%,?,8%,13µM*,2%
C=CCn1c(CNC(=O)c2ccccc2F)nnc1SCC(=O)NC(C)c1ccccc1 (configuration not stated),-3%,2%,32%[activator],0%,-2%,1%
O=C(NS(=O)(=O)Nc1ccc(Cl)cc1)c1c[nH]c2ccccc12,30%[activator],-1%,35%[activator],-9%,8%,4%
COC(=O)C(C)NC(=O)C1CCCN1S(=O)(=O)c1cc(C)c(Cl)cc1C (configuration not stated),-9%,-4%,10%,0%,4%,-6%
CCCN(CCC)CCCNC(=S)Nc1ccc2nc(N3CCN(CC)CC3)cc(C)c2c1,4.1µM*,0%,-27%,-28%,?,4%
COCCCNC(=S)NNC(=O)c1ccccc1Br,1%,0%,55%[1.15 µM],-2%,-2%,14%
COC(=O)COC(=O)c1ccccc1NC(=O)c1ccccc1,2%,-5%,10%,1%,9%,0%
CC(C(=O)Nc1ccc(O)cc1C(=O)O)N1C(=O)/C(=C\c2cccs2)SC1=S (configuration not stated),19%,-10%,?,-27%,26%,?
CSc1nnc(-c2ccc(Br)s2)n1C,14%,-1%,-4%,4%,-11%,2%
COc1cc(C(=O)Sc2ccc(Cl)cc2)cc(OC)c1OC,0%,-3%,33%[activator],?,?,-5%
Oc1ccc(Cl)cc1CNc1cnc2ccccc2c1,-22%,-1%,2.6µM*,-33%,?,-5%
CC(C)CC(=O)NC(=S)Nc1ccccn1,26%,2%,.,29%,-1%,8%
O=P(NS(=O)(=O)c1ccc(Cl)cc1)(Oc1ccccc1)Oc1ccccc1,-2%,10%,?,-19%,11%,1%
O=C1[C@@H]2Cc3c([nH]c4ccccc34)CN2C(=O)CN1CCCO,23%,6%,16%,-3%,-3%,1%
CCOC(=O)Cn1nc(-c2ccccc2)c2ccccc2c1=O,0%,3%,.,-2%,-9%,-7%
CC(C)CCOP(=O)(c1ccc(N(C)C)cc1)C(Nc1ccccc1)c1ccc(N(C)C)cc1 (configuration not stated),?,4%,?,0%,-18%,1%
C=CCOc1ccc(/C=N/NC(=O)C(C)Sc2ccccn2)cc1OCC (configuration not stated),-13%,-2%,?,-6%,-10%,9%
Cc1nnc(SCCC#N)n(CCC#N)c1=O,7%,-7%,.,-1%,16%,-3%
CC(Oc1ccc(Br)cc1)C(=O)Nc1nnc(C2CC2)s1 (configuration not stated),-10%,.,1%,0%,7%,1%
c1csc(-c2csc3ncnc(NCCCN4CCOCC4)c23)c1,?,-2%,.,?,?,1%
CCN=C1S/C(=C\c2cc(Br)c(O)c(OC)c2)C(=O)N1CC,-7%,-7%,?,-23%,?,-12%
COc1ccc(OC)c(C(=O)Cn2cnc3ccccc3c2=O)c1,17%,4%,12%,-3%,-2%,-4%
O=C(CSc1nccc(=O)[nH]1)N1CCOCC1,42%[activator],6%,22%,-30%,16%,-5%
CCN(CCCNC(=O)c1cc2cc3ccc(OC)cc3nc2s1)c1ccccc1,?,.,?,-26%,.,1%
COCCNC(=S)Nc1ccc2nc(N3CCCC3)cc(C)c2c1,?,-5%,?,45µM*,?,7%
Cc1cccc(NC(=O)CCS(=O)(=O)c2ccccc2)n1,29%,-3%,39%[activator],-10%,15%,-8%

# Rewritten with two lines to a compound: entries from further up
# Results follow in this order: Pf growth 48h	LmPK inhibitor	Pf growth 96h	Sm TGR inh	HCV inhibitor	TbPYK inhibitor
CC(C)CCOP(=O)(c1ccc(N(C)C)cc1)C(Nc1ccccc1)c1ccc(N(C)C)cc1 (configuration not stated)
→ ?	4%	?	0%	-18%	1%
C=CCOc1ccc(/C=N/NC(=O)C(C)Sc2ccccn2)cc1OCC (configuration not stated)
→ -13%	-2%	?	-6%	-10%	9%
Cc1nnc(SCCC#N)n(CCC#N)c1=O
→ 7%	-7%	.	-1%	16%	-3%
CC(Oc1ccc(Br)cc1)C(=O)Nc1nnc(C2CC2)s1 (configuration not stated)
→ -10%	.	1%	0%	7%	1%
c1csc(-c2csc3ncnc(NCCCN4CCOCC4)c23)c1
→ ?	-2%	.	?	?	1%
CCN=C1S/C(=C\c2cc(Br)c(O)c(OC)c2)C(=O)N1CC
→ -7%	-7%	?	-23%	?	-12%
COc1ccc(OC)c(C(=O)Cn2cnc3ccccc3c2=O)c1
→ 17%	4%	12%	-3%	-2%	-4%
O=C(CSc1nccc(=O)[nH]1)N1CCOCC1
→ 42%[activator]	6%	22%	-30%	16%	-5%
CCN(CCCNC(=O)c1cc2cc3ccc(OC)cc3nc2s1)c1ccccc1
→ ?	.	?	-26%	.	1%
COCCNC(=S)Nc1ccc2nc(N3CCCC3)cc(C)c2c1
→ ?	-5%	?	45µM*	?	7%
Cc1cccc(NC(=O)CCS(=O)(=O)c2ccccc2)n1
→ 29%	-3%	39%[activator]	-10%	15%	-8%

# Following part
SMILES,Pf growth 48h,LmPK inhibitor,Pf growth 96h,Sm TGR inh,HCV inhibitor,TbPYK inhibitor
CSc1ccccc1C(=O)NC(C)c1ccc(-n2ccnc2)cc1 (configuration not stated),10%,-10%,?,5.6µM*,-5%,1%
O=C(NCc1nnc(SCC(=O)N2CCCc3ccccc32)o1)c1ccco1,-1%,3%[11.5 µM],?,-1%,19%,-10%
Cc1ccnc(NC(=O)c2ccc(S(=O)(=O)N3CCCCCC3)cc2)c1,25%,.,?,7%,?,-4%
Cc1csc(NC(=O)CSc2nc3ccccc3s2)n1,0%,4%,0%,0%,-13%,-2%
O=C(CN(C(=O)CCC(=O)Nc1nccs1)c1ccc2c(c1)OCCO2)NCc1ccco1,-23%,3%,2%,-9%,-6%&2%,-4%
Cc1cc(C)c(S(=O)(=O)NCCCn2ccnc2)cc1C,9%,14%,13%,?,-13%,3%
COc1ccc(CC(=O)Nc2cccc(Cl)c2C)cc1S(=O)(=O)N1CCOCC1,-20%,.,-24%,6%,12%,3%
Cc1cccc(C(=O)NCC2CCCO2)c1 (configuration not stated),19%,-7%,-109%,0%,9%,-13%
CCOc1ccc(N=C2SCC(=O)N2CC)cc1,-22%,4%,-20%,-17%,22%,-3%
CCc1ccc(NC(=O)CSc2nc3ccsc3c(=O)n2CCCCCC(=O)O)cc1,-9%,1%[11.5 µM],?,5%,5%,-4%
CCN1C(=O)/C(=C/c2ccc(N3CCCC3)cc2)NC1=S,18%,-1%,8.3µM*,-22%,?,-17%
Cc1ccc(OCCC(=O)OCC(=O)N2c3ccccc3CC2C)cc1 (configuration not stated),?,4%,0%,-6%,29%,-2%
COc1ccc2cc(C(=O)NCC3CCCO3)[nH]c2c1 (configuration not stated),109%[activator],6%,102%[activator],-1%,1%,0%
CC(=O)c1c(OC(=O)c2ccccc2Br)ccc2c(C)cc(=O)oc12,21%,4%,?,4%,-3%,3%
CCCN1CCC(=O)N([C@H](CSc2ccc(C)cc2)c2ccccc2)CC1,?,7%,?,45µM*,-1%,1%
O=C(/C=C/c1ccco1)NC(=S)Nc1cccc([N+](=O)[O-])c1,12%,4%,79%[activator],45µM*,?,-5%
CCOc1ccc2nc(NC(=O)c3cccnc3)sc2c1,56%[activator],-22%,39%[activator],-3%,3%,2%
CN1CCSc2ccc(C(=O)NCc3cccc(Br)c3)cc21,?,-1%,?,14%,-21%,-3%
O=C(CNC(=O)c1ccccc1)N/N=C/C=C/c1ccccc1,22%,0%,121%[activator],-23%,14%,-9%
OCC1(CCc2ccccc2)CCN(Cc2ccccc2Cl)CC1,?,0%,66%[activator],2%,15%,-7%
COc1ccc(S(=O)(=O)N(C)CC(=O)NC2CC2)cc1,0%,-8%,40%[activator],1%,4%,2%
Cc1cc(OC(C)C(=O)NCc2ccncc2)c2c3c(c(=O)oc2c1)CCCC3 (configuration not stated),-17%,3%,-10%,21%,-6%,3%
Nn1c(Cc2cccc3ccccc23)nnc1SCn1nnc2ccccc2c1=O,-9%,1%,.,-25%,1%,-10%
COc1ccc(NC(=O)C(Cc2ccccc2)n2cccc2)cc1 (configuration not stated),-24%,1%,?,-2%,-1%,-2%
COc1ccc(CN2C(=O)CC(Cc3ccc(C)cc3)C2=O)cc1OC (configuration not stated),6%,4%,0%,-10%,-5%,-8%
CCOc1ccccc1NC(=O)C1CCN(S(=O)(=O)c2c(C)noc2C)CC1,.,1%,?,3%,-14%,4%
NNC(=S)Nc1cc(S(=O)(=O)N2CCOCC2)ccc1N1CCOCC1,?,7%,?,-12%,2%,-22%
COc1cc(NC(=O)CN2C(=O)NC(CC(C)C)C2=O)cc(OC)c1OC (configuration not stated),?,.,?,-20%,2%,-2%
Cc1ccc2c(c1)N(CC(=O)N1CCOCC1)C(=O)C(C)O2 (configuration not stated),7%,-4%,-3%,-10%,13%,0%
CN(C(=O)CN1C(=O)S/C(=C\c2ccccc2)C1=O)C1CCS(=O)(=O)C1 (configuration not stated),-7%,1%,13µM*,-6%,11%,-9%
CCOC(=O)CNC(=O)c1ccccc1,3%,-5%,140%[activator],4%,14%,5%
COc1cc(/C=N/N=C(N)N)ccc1OCc1ccccc1Cl,2.6µM*,-2%,29%,25%,14µM*,-1%
Cc1ccc(-c2nc(NC(=O)CSc3nnnn3-c3ccccc3)ns2)cc1,-3%,2%,?,2%,19%,-10%
O=C(Cn1cc(/C=N/NC(=O)c2cccc3ccccc23)c2ccccc21)Nc1ccc(F)cc1,?,2%,?,0%,-18%,4%
Cc1ccnc(NC(=O)c2cccc(NS(=O)(=O)c3ccccc3C)c2)c1,13%,8%,.,11%,2%,1%
CC1=C(C(=O)Nc2cccnc2)C(c2cccnc2)n2ncnc2N1 (configuration not stated),9%,-4%,?,1%,1%,-2%
CC(=O)c1ccc(-c2nnc(CCC(=O)N3CCCC(C(=O)CC(C)C)C3)o2)s1 (configuration not stated),-16%,7%,18%,?,-2%,4%
Cc1cc[n+](-c2nc3ccccc3nc2[N-]S(=O)(=O)c2ccccc2)cc1,9%,-1%,-11%,3%,9%,1%
COC(=O)C1=C(N)N(c2ccccc2F)C2=C(C(=O)CC(C)(C)C2)C1c1ccc(OC)c(OC)c1 (configuration not stated),0%,5%,?,-6%,-9%,-8%
COc1cc(C=O)ccc1Oc1nnnn1-c1ccccc1,8%,-4%,16%,5%,17%,4%
CC(=O)Nc1ccc(Nc2cc(C)nc3c(-c4ccc(Cl)cc4)cnn23)cc1,89%[activator],3%,167%[activator],-3%,?,-6%
CCOC(=O)CNC(=S)N(CCCN1CCN(C)CC1)Cc1cccs1,5%,0%,28%,-4%,14%,1%
Cc1cc(C)cc(OCC(=O)Nc2ccc(N3CCN(C(=O)c4ccco4)CC3)cc2)c1,?,4%,?,-7%,?,9%
CCCn1c(Nc2nc3ccccc3n2C)nc2ccccc21,7.4µM*,5%,7.4µM*,2%,?,-2%
N#Cc1cccc(N=c2ssnc2Cl)c1,.,-23%,3%,45%[activator],-15%,18µM*
